Assay outcomes as filed in PubChem BioAssay.
S100A4 inh HTS: blocks human S100A4 binding to myosin IIA peptide. P26447. actives 0.14% (n = 360,000). S100A4/TAMRA-MyoIIA peptide fluorescence polarization. inhibition, % at 10.7 µM;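 active = mean inhibition of at least 70% across replicates, with every replicate also reaching that level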
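System – human S100A4 monomer protein, biochemical binding assay · Buffer or medium – Calcium-containing HEPES buffer, pH 7.2 · Timing – 5 min between mix addition and reading · Also added – TAMRA-labelled myosin IIA heavy-chain peptide probe, 5 nM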
E-sel inducer: E-selectin induction on HUVECs. P16581. HUVEC E-selectin immunofluorescence imaging; normalized: neutral wells 0, TNF-alpha wells 100. activation, % at 7.58 µM. actives 0.37% (n = 260,000);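 active = mean E-selectin-positive cell signal at least 10% of the positive control, reached in at least 60% of replicates, without over 20% cell loss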;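 also: in these data hits start at about 27%; measured in HUVEC primary endothelial cells; signal is the percent of cells scored E-selectin positive by PE staining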
Target sequence (P16581 whole entry, looked up): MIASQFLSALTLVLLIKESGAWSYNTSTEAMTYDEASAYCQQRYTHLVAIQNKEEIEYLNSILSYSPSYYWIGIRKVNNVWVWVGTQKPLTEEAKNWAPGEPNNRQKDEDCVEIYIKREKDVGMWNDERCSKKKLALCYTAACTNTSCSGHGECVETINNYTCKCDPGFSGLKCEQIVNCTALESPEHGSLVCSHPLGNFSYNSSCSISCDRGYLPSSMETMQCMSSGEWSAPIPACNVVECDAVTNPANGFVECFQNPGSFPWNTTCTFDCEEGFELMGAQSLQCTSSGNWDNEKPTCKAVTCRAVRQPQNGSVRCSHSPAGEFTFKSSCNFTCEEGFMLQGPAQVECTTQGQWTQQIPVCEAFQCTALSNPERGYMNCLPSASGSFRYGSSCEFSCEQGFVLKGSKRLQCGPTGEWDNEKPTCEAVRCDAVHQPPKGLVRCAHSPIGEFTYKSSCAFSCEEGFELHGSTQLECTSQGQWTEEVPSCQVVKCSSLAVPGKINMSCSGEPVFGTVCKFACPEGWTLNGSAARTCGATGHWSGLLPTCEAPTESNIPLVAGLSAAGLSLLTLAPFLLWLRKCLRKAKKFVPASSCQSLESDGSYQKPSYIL
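Assay system: HUVEC primary endothelial cells. Input: 3,000 HUVEC seeded per well. Doses: one compound dose added by pin transfer. Read-out basis: % PE-positive cells. Benchmarks: TNF-alpha high, DMSO low. Detection: immunofluorescence imaging. Buffer or medium: EGM-2, gelatin.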
XiGFP reactiv: X-chromosome reactivation activator; XiGFP mouse fibroblasts, % GFP-positive cells imaging, 3 d; cells co-treated with 5-aza-dC sensitizer; scaled so ellipticine positive control = 100%; activation, % at 7.58 µM; actives 0.055% (n = 360,000); AID 743238;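 active = mean normalized replicate activation at least 10% and every replicate at or above 10%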;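 also: 0% = median of on-plate neutral control wells and 100% = ellipticine 6 µM median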
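material = 68-5-11 XiGFP fibroblast line | medium = DMEM plus 5-aza-dC sensitizer | schedule = 3 days compound exposure | benchmarks = positive control ellipticine, 6 µM final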
esBAF inh: inhibitors of esBAF chromatin remodeling in mouse ES cells | Bmi1-luciferase knock-in reporter, 24 h; 100% = twice the neutral-well signal | reporter increase, % at 12.5 µM | actives 2% (n = 350,000); in the data active = activation above about 40%;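 also: 0% = median of the plate's neutral control wells and 100% = double that signal; a rise in the Bmi1 reporter signal indicates esBAF inhibition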
ERAP1 HTS inh: inhibitors of human ERAP1 aminopeptidase; AID 652197; inhibition, % at 10.7 µM; recombinant ERAP1, Leu-AMC fluorescence, 60 min; actives 0.15% (n = 340,000);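 active = mean replicate inhibition of at least 30%, or all replicates individually reaching that 30% level; inactive = mean below 30% and not every replicate reaching it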;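 also: 0% = neutral control wells and 100% = L-leucinethiol positive control wells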
ERp5 block: ERp5 (human) disulfide isomerase inhibition; AID 651711; actives 0.05% (n = 350,000); ERp5 insulin aggregation, absorbance 650 nm, 90 min; Q15084; inhibition, % at 9.99 µM;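 active = mean replicate inhibition above about 25%, with every replicate also reaching it, limit read from the data, passing the limit was not always enough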
RAD52 anneal inh: inhibitors of human RAD52 DNA annealing | actives 0.46% (n = 360,000) | P43351 | AID 651710 | inhibition, % at 18.7 µM | recombinant RAD52 DNA annealing, FRET fluorescence;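 active = every replicate showing at least 50% inhibition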
Target sequence (P43351 whole entry, looked up): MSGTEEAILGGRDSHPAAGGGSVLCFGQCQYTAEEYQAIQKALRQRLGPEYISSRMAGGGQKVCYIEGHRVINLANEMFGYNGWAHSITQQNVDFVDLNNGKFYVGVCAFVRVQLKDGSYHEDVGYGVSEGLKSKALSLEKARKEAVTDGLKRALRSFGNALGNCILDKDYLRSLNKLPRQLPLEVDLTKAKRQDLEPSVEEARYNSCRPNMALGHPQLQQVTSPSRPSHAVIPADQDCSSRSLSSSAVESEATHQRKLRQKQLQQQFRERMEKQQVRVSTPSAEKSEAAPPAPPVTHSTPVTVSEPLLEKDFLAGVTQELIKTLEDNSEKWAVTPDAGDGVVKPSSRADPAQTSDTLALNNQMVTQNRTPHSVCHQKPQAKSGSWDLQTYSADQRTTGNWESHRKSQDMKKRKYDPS
RAD54 inh: blocks human RAD54 Holliday junction branch migration. Q92698. actives 0.14% (n = 360,000). FAM/BHQ fluorescence. inhibition, % at 10.4 µM;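 active = mean normalized replicate activity at least 40 and at least half of replicates scoring 40 or more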;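 also: 0% = median of neutral control wells and 100% = median of positive control wells; inhibitors cause a drop in the FAM fluorescence signal; in these data hits start at about 50%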
* = called active by the depositor; x = no result given; & = joins results of further samples. Hits appear at their usual frequency; 2.5% or so of the library scored in one or more.

Start of the listing, in advance:
Screens in order – XiGFP reactiv	ERp5 block	ERAP1 HTS inh	RAD54 inh	RAD52 anneal inh	esBAF inh	E-sel inducer	S100A4 inh HTS
- COC(=O)C[C@@H]1C[C@H]2c3cc(NS(=O)(=O)c4ccc(F)cc4)ccc3O[C@H]2[C@@H](CO)O1
 : -0.1	11	2	3	9	0	-0.3	4
- COc1cccc(CNC(=O)C(=O)N2CCC3(CC2)OCCN3S(=O)(=O)c2ccc(C)cc2)c1
 : 0.0	1	0	-10	0	5	-0.2	14
- CN(C)CCN=Cc1c(O)n(Cc2ccccc2)c(=O)c2ccccc12
 : -0.1	-3	4	1	1	-7	0.4	-6
- COc1ccc(C2N(c3cccc(Cl)c3)C(=O)C3CCCN32)cc1 (configuration not stated)
 : 0.1	2	1	-1	-3	4	0.3	-7
- O=[N+]([O-])c1ccc(NS(=O)(=O)c2cccc3cccnc23)cc1
 : 0.0	3	6	-1	0	-5	0.1	6

The listing, previewed entries included:
Screens in order – XiGFP reactiv	ERp5 block	ERAP1 HTS inh	RAD54 inh	RAD52 anneal inh	esBAF inh	E-sel inducer	S100A4 inh HTS
- COC(=O)C[C@@H]1C[C@H]2c3cc(NS(=O)(=O)c4ccc(F)cc4)ccc3O[C@H]2[C@@H](CO)O1
 : -0.1	11	2	3	9	0	-0.3	4
- COc1cccc(CNC(=O)C(=O)N2CCC3(CC2)OCCN3S(=O)(=O)c2ccc(C)cc2)c1
 : 0.0	1	0	-10	0	5	-0.2	14
- CN(C)CCN=Cc1c(O)n(Cc2ccccc2)c(=O)c2ccccc12
 : -0.1	-3	4	1	1	-7	0.4	-6
- COc1ccc(C2N(c3cccc(Cl)c3)C(=O)C3CCCN32)cc1 (configuration not stated)
 : 0.1	2	1	-1	-3	4	0.3	-7
- O=[N+]([O-])c1ccc(NS(=O)(=O)c2cccc3cccnc23)cc1
 : 0.0	3	6	-1	0	-5	0.1	6
- C[C@H]1CN([C@@H](C)CO)C(=O)c2cccc(NS(=O)(=O)c3cccs3)c2O[C@@H]1CN(C)S(=O)(=O)c1ccc(F)cc1
 : -0.9	5	-1	3	-5	-1	-0.1	-6
- O=C(COC(=O)c1n[nH]c(=O)c2ccccc12)Nc1ccccc1
 : 0.1	2	0	x	-11	x	3.2	-1
- CN(C)CCN1C(=O)c2cccc3cc([N+](=O)[O-])cc(c23)C1=O
 : 0.0	1	0	x	36	x	x	8
- C[C@@H]1CN([C@H](C)CO)C(=O)c2cccc(NS(=O)(=O)c3cn(C)cn3)c2O[C@@H]1CN(C)S(=O)(=O)c1ccccc1
 : -1.3	3	2	0	-15	5	0.7	0
- COc1ccc(C2CC(c3ccccc3)=NN2C(=O)COC(=O)c2nc3nccc(C)n3n2)cc1 (configuration not stated)
 : 0.3	1	-5	x	-27	18	2.5	-5
- CO[C@H]1CN(C)C(=O)c2cc(NC(=O)c3nc4ccccc4s3)ccc2OC[C@@H](C)N(Cc2ccncc2)C[C@@H]1C
 : x	1	0	0	31	8	x	3
- C[C@H](CO)N1C[C@H](C)[C@@H](CN(C)C(=O)Nc2ccc(-c3cccs3)cc2)OCc2cnnn2CCCC1=O
 : 0.3	-1	1	4	-3	10	-0.2	8
- O=C(c1ccccc1F)N1CCN(c2ccc([N+](=O)[O-])c3cccnc23)CC1
 : 0.2	2	-3	x	-32	x	-0.2	26
- COc1cccc(CN2C(=O)C(C)N(C(=O)c3ccccc3)c3ccccc32)c1 (configuration not stated)
 : 0.0	0	-1	10	-9	13	-0.2	2
- COc1ccc(S(=O)(=O)N2CCCCCC2)cc1NC(=O)CN1C(=O)CNC1=O
 : 0.4	-5	2	3	7	x	-0.2	1

Next section.
Screens in order – XiGFP reactiv	ERp5 block	ERAP1 HTS inh	RAD54 inh	RAD52 anneal inh	esBAF inh	E-sel inducer	S100A4 inh HTS
- O=C(NC1CCCCC1)[C@@H]1[C@@H](CO)[C@@H]2Cn3c(cccc3=O)[C@@H]2N1CC1CCCCC1
 : 0.1	2	-1	-4	6	-4	-0.5	7
- CCOC(=O)CNC(=O)CN1CCC(c2nc3ccccc3[nH]2)CC1
 : 0.0	-4	-3	-3	-6	-2	x	1
- CCOC(=O)c1ccc(CNC(=O)C2CCC(=O)N(Cc3cccc(OC)c3)C2)o1 (configuration not stated)
 : -0.1	4	-6	0	-24	6	-0.1	3
- CCCNC(=O)N1CC2(C1)[C@H](c1ccccc1)[C@@H](CO)N2C(=O)c1ccncc1
 : 0.4	-3	-1	x	-5	x	-0.3	1
- CCSc1nc(-c2cccnc2)ccc1C#N
 : 0.2	1	-3	0	-6	-18	x	0
- CCCCc1c(O)cc(C)[nH]c1=O
 : 0.0	2	6	-11	-8	0	x	2
- CCOC(=O)COn1c(=O)c(-c2ccc(OCC)cc2)[n+]([O-])c2ccccc21
 : 0.2	3	-6	4	-5	34	-0.1	-24
- COc1ccc(-c2ccc3oc(-c4ccc(OC)cc4)c(C#CC4(O)CCCCC4)c3c2)cc1
 : 0.1	x	x	-1	x	-2	-0.2	x
- C[C@H](CO)N1C[C@H](C)[C@@H](CN(C)C(=O)Cc2cccnc2)Oc2ncc(-c3cccnc3)cc2C1=O
 : 0.1	-4	0	-2	0	3	-0.1	-3
- CC(=O)Nc1ccc(C(=O)N/N=C/c2cccnc2)cc1
 : 0.2	0	1	x	-15	-9	x	0
- CC(C)(C)c1ccc(S(=O)(=O)N2CCCCC2C(=O)NCc2ccccn2)cc1 (configuration not stated)
 : 0.0	1	0	-4	-4	5	-0.1	0
- CCOC(=O)c1oc2ccc(S(=O)(=O)n3nc(-c4cc(OC)c(OC)c(OC)c4)cc3N)cc2c1C
 : 0.1	-1	0	x	-8	x	4.0	0
- C[C@H](O)C#Cc1ccc2c(c1)O[C@H](CN(C)C(=O)C1CC1)[C@@H](C)CN([C@@H](C)CO)S2(=O)=O
 : 0.3	-2	2	-3	2	-1	-0.1	9
- Cc1ccc2c(c1)NC(=O)C(CC(=O)NCCN(C)C)O2 (configuration not stated)
 : 0.2	0	-2	-8	-6	-3	x	-2
- CCCC(=O)Nc1ccc2c(c1)C(=O)N(C)[C@@H]1CC[C@@H](CC(=O)NCC3CCCCC3)O[C@H]1CO2
 : 0.3	2	2	-10	0	0	0.3	-24

Next part:
Screens in order – XiGFP reactiv	ERp5 block	ERAP1 HTS inh	RAD54 inh	RAD52 anneal inh	esBAF inh	E-sel inducer	S100A4 inh HTS
- CCCC(=O)N1CC2(CCN(S(=O)(=O)CC)CC2)c2c(n(C)c3cc(OC)ccc23)[C@@H]1CO
 : 0.0	-3	x	x	8	x	0.2	-2
- C[C@@H]1CN([C@H](C)CO)C(=O)c2cc(NC(=O)Cc3cn(C)c4ccccc34)ccc2O[C@@H]1CN(C)CC1CC1
 : 0.2	0	0	7	7	7	0.1	7
- Nc1cc(C(F)(F)F)ccc1C(=O)O
 : -0.1	-4	x	-5	-17	-5	x	2
- Cc1noc(C)c1S(=O)(=O)Nc1ccc2c(c1)C(=O)N([C@H](C)CO)C[C@H](C)[C@@H](CN(C)C(=O)NC1CCCCC1)O2
 : 0.3&0.1	2&-1	3&1	-11&1	1&-15	-1&-4	-0.1&-0.1	2&-1
- O=C(COC(=O)c1ccc([N+](=O)[O-])cc1)NC1CCCC1
 : -0.1	5	0	0	-2	-2	-0.1	-2
- CC(C)(C)c1ccc(-c2ncccc2O)cc1
 : 0.0	-6	-1	-7	-15	38	-0.2	-3
- C[C@@H]1CCCCO[C@H](CN(C)S(=O)(=O)c2ccccc2)[C@H](C)CN([C@@H](C)CO)C(=O)c2cc(NC(=O)Nc3cccc4ccccc34)ccc2O1
 : 0.0	-3	-4	-3	-13	3	x	-3
- O=C(CN(C(=O)c1nsc(Cl)c1Cl)c1cccc(F)c1)NC1CCCC1
 : 0.5	0	2	5	-7	7	0.1	-3
- Cc1cc(C(=O)Nc2cccc3c2O[C@H](CN(C)C(=O)NC2CCCCC2)[C@H](C)CN([C@H](C)CO)C3=O)n(C)n1
 : -0.8	-3	-3	3	-13	2	-8.9	10
- CCC(=O)N1CC2(CCN(Cc3ccccc3Cl)CC2)c2c([nH]c3cc(OC)ccc23)[C@@H]1CO
 : 0.1	-3	-1	x	14	x	0.1	-10
- C[C@@H]1CN([C@@H](C)CO)C(=O)c2cc(NC(=O)Cc3ccccc3)ccc2O[C@@H](C)CCCCO[C@@H]1CN(C)C(=O)Nc1ccccc1
 : 0.1	0	-1	-2	-26	-7	x	-5
- Cc1ccc(NS(=O)(=O)c2csc(C(N)=O)c2)c(C)c1
 : 0.0	1	-3	-7	-6	-8	2.2	2
- COc1ccc(/C=N/NC(=O)CN(c2ccc(OC)cc2)S(=O)(=O)c2ccccc2)cc1
 : 0.0	-4	-2	x	-17	x	x	1
- CNC[C@H]1Oc2ccc(N(C)C)cc2C(=O)N([C@@H](C)CO)C[C@@H]1C
 : 0.4	-2	-2	-2	6	-8	x	-4
- CCOC(=O)N1CCN(Cc2ccc3c(c2)OCO3)CC1
 : 0.2	-9	1	0	0	-2	-0.2	4

New compounds follow
Screens in order – XiGFP reactiv	ERp5 block	ERAP1 HTS inh	RAD54 inh	RAD52 anneal inh	esBAF inh	E-sel inducer	S100A4 inh HTS
- CC(C)c1nc2ccc(C(=O)O)cc2[nH]1
 : x	-1	-4	-5	-19	0	x	-1
- CCC(=O)N(C)C[C@@H]1Oc2cc(-c3ccc(OC)cc3)ccc2S(=O)(=O)N([C@@H](C)CO)C[C@@H]1C
 : 0.2	2	-4	-4	8	2	-0.1	-1
- O=C(CN1CCOCC1)NCC[C@H]1CC[C@H](NC(=O)c2ccccc2F)[C@H](CO)O1
 : -0.4	0	-2	-6	-11	-1	0.1	53
- Cc1cc(C)c(NC(=O)CCN2C(=O)c3ccccc3S2(=O)=O)c(C)c1
 : -0.2	4	-1	-20	-3	2	-0.2	3
- CSc1ncnc2c1ncn2CCCNCCc1ccccn1
 : 0.2	1	-1	-15	-13	-4	-0.1	-2
- O=C(NCCCN=C1NS(=O)(=O)c2ccccc21)c1ccc(S(=O)(=O)N2CCOCC2)cc1
 : x	-5	0	x	-14	x	x	-2
- Cc1cccc(OCc2nnc(SCC(=O)NC3CCCCC3)n2C)c1
 : 0.1	-1	-1	-7	-1	-3	-0.2	-3
- COc1ccc(CN(C)C[C@H]2Oc3ccc(NC(=O)Cn4cnnn4)cc3CC(=O)N([C@H](C)CO)C[C@@H]2C)cc1
 : 0.1	0	1	1	-2	-1	-14	-4
- Cc1nn(-c2ccccc2)c(C)c1NC(=O)COC(=O)CCCOc1ccccc1
 : -0.1	3	-1	2	-3	-7	-1.8	-3
- O=C(Nc1ccccc1N1CCCC1)C1CCN(C(=O)c2ccc(Cl)cc2)CC1
 : 0.0	-4	-1	3	-11	-6	0.0	-4
